# NadD block – blocks S. aureus nicotinate mononucleotide adenylyltransferase; purified NadD enzyme, colorimetric absorbance read-out; actives 0.78% (n = 360,000); inhibition, % at 20 µM; in the data active = inhibition above about 26%; note: some compounds past the cut are filed as inactive
# STEP inh – STEP (human) phosphatase inhibition | P54829 | recombinant STEP, OMFP fluorogenic substrate, fluorescence | inhibition, % at 20 µM | actives 0.25% (n = 360,000) | AID 588621;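 active = inhibition at 20 µM, scaled per plate between control wells, above about 37%, limit read from the data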;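 note: 0% = DMSO with enzyme and substrate and 100% = substrate only without enzyme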
# Target sequence (P54829 whole entry, looked up): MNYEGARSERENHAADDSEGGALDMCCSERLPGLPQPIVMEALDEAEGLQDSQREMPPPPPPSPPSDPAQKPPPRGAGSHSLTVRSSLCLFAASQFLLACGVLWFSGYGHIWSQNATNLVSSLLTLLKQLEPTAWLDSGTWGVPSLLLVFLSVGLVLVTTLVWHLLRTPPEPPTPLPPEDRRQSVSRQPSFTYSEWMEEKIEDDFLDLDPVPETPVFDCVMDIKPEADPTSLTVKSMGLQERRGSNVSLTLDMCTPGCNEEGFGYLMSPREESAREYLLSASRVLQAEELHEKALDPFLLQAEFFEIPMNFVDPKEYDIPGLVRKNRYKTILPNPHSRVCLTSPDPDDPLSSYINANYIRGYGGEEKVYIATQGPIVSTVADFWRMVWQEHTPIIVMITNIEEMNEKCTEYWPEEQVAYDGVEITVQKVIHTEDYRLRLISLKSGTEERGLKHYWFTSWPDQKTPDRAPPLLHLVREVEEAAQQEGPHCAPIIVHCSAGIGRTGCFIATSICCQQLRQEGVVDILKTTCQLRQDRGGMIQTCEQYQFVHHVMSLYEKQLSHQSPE
#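 material = STEP tyrosine phosphatase | reagent = fluorogenic phosphatase substrate OMFP at 25 µM final | doses = single compound dose of 20 µM, 1% DMSO final | schedule = 20 min reaction, room temperature, in the dark | measured by = fluorescence, 480/540 nm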
# LMPTP block – LMPTP (human) inhibition; inhibition, % at 20 µM; actives 0.22% (n = 360,000); recombinant LMPTP-A, OMFP fluorogenic substrate, fluorescence intensity; P24666;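 active = compounds that cut the enzyme signal by at least half of the control window in the single-dose screen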;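 note: plate controls were DMSO wells with enzyme plus substrate for no effect and substrate without enzyme for full effect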
#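 test system = LMPTP-A | amount = 0.625 nM LMPTP-A final | reagent = fluorogenic phosphatase substrate OMFP at 400 µM final | incubation = 50 min at room temperature | benchmarks = no-enzyme low control, uninhibited high control | medium = Bis-Tris pH 6.0, DTT, detergent | signal = fluorescence intensity of OMFP turnover product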
# CendR NRP1 mod – NRP-1/CendR interaction modulation; O14786; FAM-RPARPAR peptide binding to NRP-1, fluorescence polarization; inhibition, % at 25 µM; actives 0.85% (n = 360,000); AID 602438;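 active = inhibition or corrected inhibition above about 18%, plus a signal ratio from 0.5 to 1.5, limit read from the data, passing the limit was not always enough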; note: strong numbers were not always called active
# MT1-MMP act inh – inhibitors of human MT1-MMP activation | P50281 | actives 0.061% (n = 360,000) | GFP/RFP ratio change, % at 20 µM | HT1080 RFP-PRO-GFP cells, GFP/RFP ratio fluorescence, overnight; percent of plate control window, DMSO zero | AID 651647;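 active = GFP/RFP ratio change of at least 30% with cell ATP level not reduced by more than half and red fluorescence within 50% of control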; note: strong numbers were not always called active
#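 Assay system: HT1080 RFP-PRO-GFP cells | Dosing: 20 µM single dose, 1% DMSO | Incubation: Cells overnight before dosing, compound overnight, 37 °C, 5% CO2 | Evaluation: GFP/RFP fluorescence ratio | Control set: DMSO-only wells and HT1080 RFP-L50D-GFP cell wells as references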
# SKN-1 block – inhibitors of C. elegans SKN-1; C. elegans VP596 Pgst-4::GFP/RFP ratio, acrylamide-induced, 24 h; inhibition, % at 21.8 µM; actives 0.49% (n = 360,000); AID 624304;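 active = interference check ratio from 0.5 to 1.5 plus GFP to RFP signal ratio inhibition reaching or exceeding a fixed threshold, cut at about 30% in these data, passing the limit was not always enough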; note: some compounds called inactive have numbers as strong as hits
# Rpn11 inh – inhibitors of human proteasome Rpn11; calls only at 20 µM; O00487; human 26S proteasome, Ub4-pepOG fluorescence polarization; 20S core pre-blocked with epoxomicin; actives 0.59% (n = 360,000);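 active = inhibition at 20 µM, scaled to each plate's controls, above about 33%, limit read from the data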
# Target sequence (O00487 whole entry, looked up): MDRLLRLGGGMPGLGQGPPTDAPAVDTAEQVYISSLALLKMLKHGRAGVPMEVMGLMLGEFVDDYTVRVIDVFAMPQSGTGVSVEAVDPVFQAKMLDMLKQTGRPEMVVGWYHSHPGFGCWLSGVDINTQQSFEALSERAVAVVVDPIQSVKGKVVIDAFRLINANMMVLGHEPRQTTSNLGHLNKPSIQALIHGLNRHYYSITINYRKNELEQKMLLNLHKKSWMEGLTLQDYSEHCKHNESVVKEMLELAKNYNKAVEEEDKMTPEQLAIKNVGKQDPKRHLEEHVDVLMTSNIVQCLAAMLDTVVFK
# SUMO1-SIM PPI – modulators of human SUMO1-mediated protein-protein interactions | P63165 | SUMO1 binding to a labelled peptide, TR-FRET, 1 h | inhibition, % at 20 µM | actives 0.33% (n = 360,000); in the data active = inhibition above about 37%
# Scp1 inh – blocks human Scp-1 phosphatase activity | actives 0.88% (n = 340,000) | inhibition, % at 20 µM | Recombinant Scp1, phosphopeptide, malachite green phosphate absorbance | AID 493091;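 active = inhibition above about 50% at 20 µM, limit read from the data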;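 note: plate controls were DMSO wells with enzyme for no effect and wells lacking enzyme for full effect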
# Target sequence (Q9GZU7 76-261 limits assumed): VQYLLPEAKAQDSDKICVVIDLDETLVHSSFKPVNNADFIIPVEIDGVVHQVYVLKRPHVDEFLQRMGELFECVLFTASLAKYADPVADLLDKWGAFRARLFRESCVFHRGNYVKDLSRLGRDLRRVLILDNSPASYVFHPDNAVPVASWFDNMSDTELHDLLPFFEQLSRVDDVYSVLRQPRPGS
#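 System: truncated SCP-1 phosphatase (76-261aa); medium: Tris acetate buffer pH 5.5 with MgCl2 and Tween-20; incubation: 45 min room-temperature reaction, 5 min colour, 30 min stabiliser; compound: single 20 µM dose, 1% DMSO; reagent: Phosphorylated 17-residue peptide substrate; read-out: % inhibition at 20 µM; technique: colorimetric free-phosphate detection, absorbance 630 nm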
# DNMT1 block – DNMT1 (human) enzyme inhibition. P26358. DNMT1 molecular beacon, Hinp1I cleavage, fluorescence. inhibition (reported as % activation of signal), % at 10 µM. actives 0.83% (n = 360,000). AID 588458; in the data active = inhibition above about 50%
# Active calls of the source: *; i = inactive; nt = no result given; + = active, no number.
SMILES,NadD block,STEP inh,LMPTP block,CendR NRP1 mod,MT1-MMP act inh,SKN-1 block,Rpn11 inh,SUMO1-SIM PPI,Scp1 inh,DNMT1 block
O=C(Nc1ccc2c(c1)OCCO2)C(c1ccnc2ccccc12)n1c(=O)c(-c2ccco2)nc2ccccc21 (stereo not given),nt,nt,2.4,-5,-2,-6,nt,-6,nt,nt
CCOC(=O)C1CCCN(C(=O)c2ccc(C)c(S(=O)(=O)N3CCCCC3)c2)C1 (stereo not given),0,2,0.1,-4,7,-5,i,6,6,4
O=C1NC(=Nc2ccc(O)cc2)S/C1=C/c1ccco1,-3,1,1.4,2,-4,-2,i,2,3,6
Cc1ccc(NC(=S)NCC(O)c2ccccc2)c(C)c1 (stereo not given),-1,1,-2.3,14,1,-5,i,1,2,-5
O=C(Nc1ccc2c(c1)OCO2)c1cccc(F)c1,-9,-6,-0.2,17,-1,40*,i,1,-2,4
CN/C(=C/[N+](=O)[O-])NCCSCc1csc(CN(C)C)n1,0,-4,-4.5,-8,-3,0,i,3,-11,4
COc1ccc(S(=O)(=O)N2CCN(CC(=O)NC3CC3)CC2)cc1,-9,-3,-1.2,18,-5,13,i,1,-7,3
Cc1cc(C)nc(NNC2=CC(=[N+]3CCCC3)CCC2)n1,-1,1,0.6,6,2,-2,i,1,-1,-1
C[C@H](NC(=O)c1ccco1)C(=O)Nc1cccc([N+](=O)[O-])c1,2,0,0.3,7,-3,3,i,-17,-13,7
Cc1cccc(N2CCN(Cc3ccoc3)CC2)c1C,8,-2,-0.3,0,0,5,i,0,5,0
O=C(COC(=O)c1cc(Br)ccc1O)NC1CCCCCC1,-5,-1,0.7,0,1,15,i,5,-8,1
OCCC1CN(CC(c2ccccc2)c2ccccc2)CCN1C1CCCC1 (stereo not given),-5,1,0.6,14,-4,0,i,-3,-5,0
CC(=O)N1N=C(c2ccco2)CC1c1ccc(C)cc1 (stereo not given),-14,-1,-0.8,-10,5,5,i,-13,-15,2
CC(=O)N1CCN(c2ccc(S(C)(=O)=O)cc2[N+](=O)[O-])CC1,-7,-1,-1.6,-14,5,-2,i,-26,-5,2
CCCn1c(C)cc(C(=O)COC(=O)c2cc(S(=O)(=O)NCC(C)C)c(Cl)cc2Cl)c1C,-7,6,4.3,-11,-3,-12,i,3,-19,-8
COc1ccc(CCNC(=O)Cn2cc(C(F)(F)F)cc(Cl)c2=O)cc1,-1,-1,-1.0,0,-2,1,i,1,4,2
c1ccc(-c2nnsc2-c2ccccc2)cc1,-7,-2,1.0,0,2,1,i,-1,-13,2
OC[C@@H]1CN(Cc2ccccc2)C[C@H](n2cnc3c(N4CCCC4)ncnc32)O1,-1,32,-1.4,-2,-4,7,i,-4,nt,4
CC(C)C[C@@H](COCc1ccc(F)cc1)N1CCN(C(=O)c2cccc(C(F)(F)F)c2)CCC1=O,-1,nt,0.7,4,-2,3,nt,2,nt,nt
Cc1cc(C)c(C#N)c(Nc2ccc3c(c2)OCCO3)n1,-3,-1,0.2,-5,-2,-22,i,4,-2,-5
COc1cc(F)ccc1-c1csc(C(NC(C)=O)c2ccc(F)c(F)c2)n1 (stereo not given),-6,-1,-1.5,-8,-2,4,i,-1,nt,10
COc1cc(C(=O)N2CCN(C(=O)C3CCCO3)CC2)cc(OC)c1OC (stereo not given),-6,-2,-1.6,-1,1,2,i,1,-5,-5
COc1cc(Br)cc2cc(C(=O)N3CCN(C(=O)c4ccco4)CC3)c(=O)oc12,3,3,7.7,10,-2,6,i,-3,56*,11
Cc1cc2c(=O)n(Cc3ccco3)c(SCC(=O)c3ccc(Cl)s3)nc2s1,-1,3,3.6,-3,-6,8,+,-6,-13,-5
COc1ccc(-n2c(Cn3c(=O)sc4ccccc43)nnc2SCC(=O)N2CCCC2)cc1,4,-1,1.3,-2,4,-9,i,1,-4,7
O=C(C1CC1)N1CCc2cc(Br)cc(S(=O)(=O)N3CCCCCC3)c21,1,-1,0.5,3,5,-11,i,6,-7,-1
COCCCN1C(=O)C(CC(=O)NC2CCCCC2)CC(C(=O)N(C(C)C)C(C)C)=C1C (stereo not given),-1,-2,-0.2,-1,nt,2,i,-2,nt,-4
Fc1ccccc1COc1ccc(/C=N/NC(=S)NCc2ccccc2)cc1,-2,0,1.4,-7,-7,29,i,0,-7,-1
COc1ccc(-n2c(SCc3ccc([N+](=O)[O-])cc3)nnc2-c2ccc(C)cc2)cc1,2,2,6.0,2,-6,-6,i,-7,11,-11
COc1ccc(NCC(=O)Nc2c(C)cccc2C)cc1S(=O)(=O)N1CCOCC1,0,-2,-1.5,-10,-2,18,i,-3,nt,1

# Shown as a hit in Scp1 inh, among the entries above:
SMILES,NadD block,STEP inh,LMPTP block,CendR NRP1 mod,MT1-MMP act inh,SKN-1 block,Rpn11 inh,SUMO1-SIM PPI,Scp1 inh,DNMT1 block
COc1cc(Br)cc2cc(C(=O)N3CCN(C(=O)c4ccco4)CC3)c(=O)oc12,3,3,7.7,10,-2,6,i,-3,56*,11

# The results go on:
SMILES,NadD block,STEP inh,LMPTP block,CendR NRP1 mod,MT1-MMP act inh,SKN-1 block,Rpn11 inh,SUMO1-SIM PPI,Scp1 inh,DNMT1 block
CC1(C)Oc2cc3oc(C(=O)O)cc(=O)c3cc2-c2ccccc21,-2,0,-0.3,-2,-13,-2,i,4,nt,1
CC1(C(=O)NCc2ccccc2Br)CCN1Cc1c(F)cccc1F (stereo not given),-1,4,2.7,-14,3,6,i,10,nt,-1
CC1CCc2nn(CC(=O)NCc3ccc4c(c3)OCO4)cc2C1 (stereo not given),2,-1,-1.6,0,-2,3,i,2,3,2
COc1cc2c(C)nc3onc(-c4ccccc4)c3c2cc1OC,-12,5,2.0,-9,1,3,i,3,-9,13
COc1ccc(N/C=C(\C=C\C#N)S(=O)(=O)c2ccccc2)cc1,1,1,-3.1,1,4,1,i,-5,-7,14
CC1CCc2cc(F)ccc2N1C(=O)CSc1nnc2c3ccccc3n(C)c2n1 (stereo not given),15,1,0.1,3,9,11,i,-8,4,-2
Cc1ccc(NC(=O)CCNS(=O)(=O)c2ccccc2)cc1S(=O)(=O)N1CCOCC1,-6,-3,-0.4,8,4,-1,i,0,-9,2
COc1ccc(-n2c(C)cc(C(=O)CSc3nnc(-c4ccoc4C)n3C)c2C)cc1,6,4,0.2,9,1,-21,i,-2,9,-13
O=C(O)Cc1c[nH]c2cccc(O)c12,1,3,3.9,-6,0,0,i,-2,31,74*
COc1ccc(-c2nc(SC(CC(=O)NCc3ccccc3)c3ccc(OC)c(OC)c3)n[nH]2)cc1 (stereo not given),4,-3,-0.1,10,7,6,i,16,-1,1
Cc1ccc(CCNC(=O)C2CCN(S(=O)(=O)c3ccc4c(c3)oc(=O)n4C)CC2)cc1,-4,-6,-3.8,-1,5,-2,i,3,-3,-1
CCOC(=O)c1c(-c2ccccc2)csc1NC(=O)c1cc(-c2ccccc2OC)on1,-7,2,-0.6,-1,-2,0,i,0,-8,4
O=C(/C=C/c1ccco1)NCc1ccc2c(c1)OCO2,-4,0,-1.8,-6,-7,7,i,-15,-2,1
Cn1c(N)c(C(C[N+](=O)[O-])c2c(F)cccc2Cl)c(=O)n(C)c1=O (stereo not given),-6,-1,-2.1,-9,-1,4,i,-4,-2,-2
Clc1ccc(Sc2ccccn2)cc1,4,3,-0.3,-8,-2,28,i,2,-1,0
Cc1ccc(N2C(=O)CS(=O)C(c3ccccc3)C2=O)cc1C (stereo not given),1,1,0.1,-3,0,8,i,7,-5,-2
Oc1ccc2c(c1)c1c3n2CCNC3CCC1 (stereo not given),-3,2,0.0,0,4,0,i,0,-9,-3
CCCCCN(C(=O)CCC(=O)OCc1ccccc1F)c1c(N)n(CCCC)c(=O)[nH]c1=O,-7,-1,0.2,-2,0,8,i,8,-6,2
O=C(O)C1CC1C(=O)Nc1cc(F)ccc1F (stereo not given),-1,1,-1.7,2,2,0,i,4,-4,2
CC1CCN(C(=O)C2CCC(=O)N(Cc3ccc(Cl)cc3)C2)CC1 (stereo not given),-6,-1,-1.0,6,2,6,i,3,0,3
Cc1cccc(C(=O)NCC(=O)NCC(c2cccs2)N2CCOCC2)c1 (stereo not given),-1,-2,-9.6,-1,-2,10,i,-23,7,-5
COc1cc(S(=O)(=O)N(C)Cc2ccc3c(c2)OCCO3)ccc1NC(C)=O,-5,-1,0.9,3,3,-11,i,5,3,4
CCOC(=O)N1CCC(NC(=O)C2CCCN(c3nc4ccccc4o3)C2)CC1 (stereo not given),-7,1,0.0,-6,0,-13,i,-1,-6,-3
Cc1ccc(CCNS(=O)(=O)c2cc3c(cc2Cl)NC(=O)CO3)cc1,-6,-3,-1.2,0,3,15,i,3,-12,-7
CCCCN(C)CCNC(=O)CN1C(=O)CSc2ccc(S(=O)(=O)N3CCOCC3)cc21,-2,2,-2.7,5,2,5,i,5,1,0
COc1cc(CC(=O)O)ccc1O,-4,2,1.4,2,1,-2,i,3,4,5
CN(c1ccccc1)S(=O)(=O)c1cc(C(=O)OCC(=O)N2CCN(C(=O)c3ccco3)CC2)ccc1Cl,1,10,-1.5,8,-2,1,i,5,-1,2
COc1ccc(C(=O)NC(=S)Nc2cccc3nc(C)ccc23)cc1OC,1,0,-0.3,-15,2,-13,i,1,-5,-6
CN(C)S(=O)(=O)c1cccc(N2C(=O)CC3(CCCCC3)CC2=O)c1,2,2,-1.6,-10,4,-4,i,1,2,11
Cc1cccc(NC(=O)CNC(=O)COC(=O)C2CC2C)c1C (stereo not given),3,-2,-2.3,16,5,2,i,-2,-5,-2
Cn1nc(C(=O)OCC(=O)NCc2ccc(Cl)cc2Cl)c2ccccc2c1=O,-1,1,0.2,-4,0,-9,i,-39,nt,-3
O=C(C1=NOC2(C1)C(=O)Nc1ccccc12)N1CCOCC1 (stereo not given),-4,nt,1.9,-5,4,6,nt,-6,nt,nt
C=C(C)CC1N(c2cccc(OC)c2)C(=O)C2C(C(=O)O)C3C=CC21O3 (stereo not given),-4,2,-1.0,4,1,-6,i,3,-38,1
OCC(Cc1ccccc1)Nc1c2ccccc2nc2ccccc12 (stereo not given),-1,2,5.2,2,0,2,i,-9,-6,6
CN(Cc1c(C(=O)N/N=C/c2c(F)cccc2Cl)nnn1-c1nonc1N)c1ccccc1,25,-2,4.4,6,2,-14,i,-2,32,-8
Cc1ccccc1CN1C(=O)CSCC1(C)C(=O)NCc1ccccc1 (stereo not given),nt,nt,-0.7,12,3,9,nt,0,nt,nt

# High-throughput results as filed in PubChem BioAssay.
